MITF TRPM1 HTS – increases MITF-driven TRPM1 promoter luciferase signal; 300,000 compounds, 0.75% hits; SK-MEL-5 TRPM1-promoter luciferase, 24 h; % of positive control, neutral wells = 0; activation, % at 12.5 µM; AID 588334;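 active = mean activation of at least 80% with every replicate also reaching 80%; inconclusive = mean reaches 80% but some replicate falls short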;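 note: 0% = neutral control wells and 100% = parthenolide positive control wells; values of inactives mirror those of a sister screen read the other way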
dFosB act – activators of mouse delta FosB homodimer; P13346; purified delta FosB, TAMRA-CDK5 oligo fluorescence polarization; percent of positive-control signal above neutral wells; activation, % at 25 µM; 340,000 compounds, 0.99% hits; AID 493131;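 active = mean activation above about 17%, with every replicate also reaching it, limit read from the data, passing the limit was not always enough; inconclusive = only one of the two conditions met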;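 note: fluorescence polarization rise as delta FosB binds a TAMRA Cdk5 AP-1 oligo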
Target sequence (P13346 whole entry, looked up): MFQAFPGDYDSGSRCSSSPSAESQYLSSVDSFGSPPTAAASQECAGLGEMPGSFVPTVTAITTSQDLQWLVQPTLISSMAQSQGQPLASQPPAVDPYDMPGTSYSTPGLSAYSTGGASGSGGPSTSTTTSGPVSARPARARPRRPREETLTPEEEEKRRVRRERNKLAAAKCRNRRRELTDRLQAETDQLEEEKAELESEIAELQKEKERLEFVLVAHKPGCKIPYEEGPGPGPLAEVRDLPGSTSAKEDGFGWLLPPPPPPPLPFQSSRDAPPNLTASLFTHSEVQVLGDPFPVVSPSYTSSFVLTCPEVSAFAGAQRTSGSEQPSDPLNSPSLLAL
Rtt109 HAT inh – blocks Candida albicans Rtt109/Vps75 acetyltransferase activity. purified Rtt109/Vps75, ThioGlo CoA-SH fluorescence, 4 h. AID 540336. inhibition, % at 34.9 µM. 330,000 compounds, 0.16% hits. Q5AAJ8;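 active = inhibition of at least 50% in every replicate; inconclusive = best replicate reaches 50% inhibition but some replicates fall short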
Target sequence (Q5AAJ8 whole entry, looked up): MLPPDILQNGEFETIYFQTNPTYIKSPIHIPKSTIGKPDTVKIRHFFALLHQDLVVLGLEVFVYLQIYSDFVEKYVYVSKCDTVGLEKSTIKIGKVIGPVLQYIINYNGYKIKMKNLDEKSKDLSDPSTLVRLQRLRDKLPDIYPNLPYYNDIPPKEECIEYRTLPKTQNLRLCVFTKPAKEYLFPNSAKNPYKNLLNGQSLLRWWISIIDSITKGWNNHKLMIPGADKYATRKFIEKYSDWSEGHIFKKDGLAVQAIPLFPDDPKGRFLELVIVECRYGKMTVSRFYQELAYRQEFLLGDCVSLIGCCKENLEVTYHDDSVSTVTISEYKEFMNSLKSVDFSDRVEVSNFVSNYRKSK
SR-BI uptake up – activators of SR-BI mediated HDL lipid uptake | CHO ldlA[mSR-BI] cells, DiI-HDL uptake fluorescence, 3 h; 100 = double the neutral-control signal | AID 504775 | activation, % at 12.5 µM | 320,000 compounds, 0.096% hits;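 active = mean replicate activation of at least 60% and every replicate at or above 60%; inconclusive = mean or all-replicate condition met, but not both; inactive = mean below 60% and not all replicates reaching 60%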;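 note: 0% = median plate neutral-control signal and 100% = twice that signal; values of inactives mirror those of a sister screen read the other way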
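Test system: SR-BI-overexpressing, LDLR-lacking CHO cells. Measured by: DiI fluorescence, bottom read. Medium: Ham's F12 with 0.5% BSA, HEPES 25 mM, pH 7.4. Timing: 3 h uptake period with compound, 37 °C.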
PfHsp90 set2 – inhibits growth of yeast expressing Plasmodium falciparum Hsp90; S. cerevisiae expressing PfHsp90, BacTiter-Glo ATP, 48 h; yeast lacking PDR1 and PDR3 efflux regulators; inhibition, % at 9.4 µM; 310,000 compounds, 0.32% hits;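 active = every replicate shows inhibition above about 80%, whatever the replicate mean, limit read from the data; inconclusive = mean inhibition reaches the set limit but some replicate falls short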;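 note: 0% = DMSO neutral controls and 100% = 20 µM radicicol positive controls; yeast relying on Plasmodium falciparum Hsp90 in place of its own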
CAL PDZ FP-1 – human CAL PDZ-peptide interaction inhibition. purified CAL PDZ, TMR-peptide fluorescence polarization, 1 h. inhibition, % at 20 µM. 330,000 compounds, 0.02% hits. Q9HD26. AID 504414;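 active = highest replicate inhibition of at least 40%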;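 note: plate controls were DMSO neutral control wells for no effect and unlabeled competitor peptide control wells for full effect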
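Assay system – tagged CAL PDZ protein CerCALP, purified · Timing – 1 h at RT · Compound – single point, 20 µM · Measured by – fluorescence polarization from S- and P-plane intensities, G-factor corrected · Evaluation – inhibition from polarization loss · Probe or stimulus – TMR reporter peptide T*-PRC34 · Buffer or medium – pH 7.4 phosphate-saline buffer, reducing agent, detergent, IgG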
SR-BI HDL uptake – mouse SR-BI HDL lipid transfer inhibition. Q61009. inhibition, % at 12.5 µM. ldlA[mSR-BI] CHO cells, DiI-HDL uptake fluorescence, 3 h. 320,000 compounds, 0.96% hits;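 active = mean replicate inhibition of at least 70% and a set share of replicates each scoring 70 or more; inconclusive = meets just one of the two criteria; inactive = fails both criteria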;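 note: 0% = median of neutral control wells and 100% = median of positive control wells; values of inactives mirror those of a sister screen read the other way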
CAL PDZ FP-2 – CAL PDZ (human) peptide binding inhibition | 300,000 compounds, 0.92% hits | Q9HD26 | purified CAL PDZ, TMR-peptide fluorescence polarization, 1 h | AID 602252 | inhibition, % at 24.9 µM;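 active = mean inhibition of at least 30% with at least half of replicates also reaching 30%; inconclusive = no clear call, values can overlap the other calls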;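 note: 0% = DMSO neutral control and 100% = excess unlabeled competitor peptide PRC23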
PvdQ inh – blocks Pseudomonas aeruginosa PvdQ acylase activity; purified PvdQ acylase, fluorescence plate reader; inhibition, % at 10 µM; 340,000 compounds, 0.063% hits; AID 488965; in the data active = inhibition above about 30%, passing the limit was not always enough; inconclusive = no clear call, values can overlap the other calls;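 note: 0% = vehicle neutral wells and 100% = reference inhibitor wells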
NSD2 HMT inh – NSD2 (human) methyltransferase inhibition | AID 743445 | inhibition, % at 12.5 µM | 310,000 compounds, 0.54% hits | NSD2 peptide methylation, AlphaScreen, 120 min; in the data active = inhibition above about 50%
Numbers without * were called inactive; ? = inconclusive; . = no result given.

SMILES	MITF TRPM1 HTS	dFosB act	Rtt109 HAT inh	SR-BI uptake up	PfHsp90 set2	CAL PDZ FP-1	SR-BI HDL uptake	CAL PDZ FP-2	PvdQ inh	NSD2 HMT inh
O=C(CC(C(=O)O)c1ccc(F)cc1)c1ccc(Cl)cc1 (stereo unspecified)	7	5	-6	13	-4	-0.1	-13	.	-11	0
O=C(O)CCn1cc(/C=C2\NC(=S)N(c3ccccc3)C2=O)c(-c2ccc(Br)cc2)n1	-4	-5	30	-7	-5	-3.1	7	4	3	.
COc1ccc(CN2CCNC(=O)C2CC(=O)N(C)Cc2cc(C)no2)cc1OC (stereo unspecified)	0	-10	-21	10	0	-1.2	-10	1	-8	-1
COc1cccc(CNC(=O)c2nnn(CC(=O)Nc3ccc(Br)cc3)c2N)c1	-13	?	-1	20	12	-2.3	-20	0	0	1
CC(C)CN(CC(C)C)S(=O)(=O)N1CCC(C(=O)NCc2ccccn2)CC1	7	-3	1	-22	-1	-1.4	22	2	-2	-5
O=C(OCc1nnc(-c2ccccc2)o1)C12CC3CC(CC(Br)(C3)C1)C2	30	-7	-2	12	1	-2.4	-12	4	-4	1
COC(=O)c1cc(=O)n(Cc2ccc3c(c2)OCO3)c(=Nc2ccc(F)c(Cl)c2)s1	-14	-9	-3	-15	-6	-0.2	15	-1	-10	.
Cc1ccc(C)n1-c1ccncc1	-13	-2	-1	19	-37	-1.5	-19	2	-9	-1
O=C(NCc1cccc(Cl)c1)c1ccc2c(c1)SC1=NS(=O)(=O)CCN12	8	-10	2	-66	9	-1.9	66	8	1	-1
CC12CCC(=O)N1C(C(=O)NCCc1ccccc1)CS2 (stereo unspecified)	20	5	-7	22	15	-0.4	-22	-8	-3	-3
COCCN(C(=O)c1ccccc1)c1nnc(-c2cccnc2)s1	3	-7	.	-2	5	-4.4	2	-4	-11	3
Cc1ccc(C)c(CSC2=NCCN2C(=O)c2cccs2)c1	-3	-12	8	-8	-1	-2.5	8	-2	-26	5
CCC(C)Nc1nc(-c2cccc(OC)c2O)nc2ccccc12 (stereo unspecified)	-4	-2	8	-54	-36	-0.1	54	.	-10	15
O=C(N/N=C/c1cccnc1)c1ccccc1[N+](=O)[O-]	-1	4	-12	21	13	-2.4	-21	0	-18	-1
CCC1CCC(N2CCN(c3ccccc3F)CC2)CC1 (stereo unspecified)	.	2	-3	16	1	-2.1	-16	.	3	19
CN(C)c1ccc(CC(=O)c2nc3ccccc3s2)cc1	14	-12	3	8	-8	-0.9	-8	-6	6	6
COc1ccc(C(=O)C2CCCN(C(=O)Cn3ccc(C)n3)C2)cc1OC (stereo unspecified)	3	-2	-3	11	-10	-0.5	-11	.	1	-5
O=C(Nc1ccc2c(c1)OCO2)O[C@@H]1C[C@H]2CCC(=O)N3CC[C@@H](C1)[C@@H]23	1	-1	5	6	13	-0.5	-6	-3	-16	.
O=C(NCCCN1CCOCC1)C(Sc1ccccc1)c1ccccc1 (stereo unspecified)	2	-1	11	20	8	0.6	-20	1	0	0
Cc1ccc(N(CC(=O)N/N=C/c2ccc(OC3CSC3)cc2)S(=O)(=O)c2ccccc2)cc1	4	-6	-6	-46	-17	0.3	46	-5	-9	-9
CCOC(=O)COc1c(/C=N\O)cc(Cl)cc1OC	-13	7	1	9	-4	-1.6	-9	-3	-7	39
C[C@H](NC(=O)c1nc[nH]c1C(=O)NC1CCN(C(=O)OC(C)(C)C)CC1)C(=O)OC(C)(C)C	-4	-22	-2	-14	13	-1.2	14	-4	-7	.
O=C(NCC1CCN(C(=O)c2c(F)c(F)c(F)c(F)c2F)CC1)c1c(F)c(F)c(F)c(F)c1F	15	-1	2	13	-31	0.8	-13	-4	-6	0
COc1cccc(C2SCC(=O)N2c2ccc(Br)cc2)c1OC (stereo unspecified)	10	-3	6	.	-24	-0.8	.	-3	-6	-2
COc1ccc(N(CC(=O)Nc2cc(C)ccc2C)S(=O)(=O)c2c(C)[nH]c(=O)[nH]c2=O)cc1	9	-2	2	-22	-1	-1.8	22	-1	-1	2
Oc1c(Cl)cc(Cl)cc1/C=N/c1nc(-c2ccc(Cl)cc2)cs1	16	-11	8	-4	-4	1.7	4	-3	2	.
O=C(Nc1nnc(CCN2CCCCC2)s1)c1ccccc1Cl	-3	-5	-1	7	.	-0.8	-7	-9	-16	6
COc1ccc(C(=O)/C=C/c2cc(OC)c(O)c(OC)c2)c(F)c1	-17	-6	12	15	8	-0.9	-15	-3	3	10
COCCN(C(=O)Nc1ccc(OC)cc1)c1nc2ccccc2s1	6	-2	8	-23	0	-0.9	23	-6	3	-4
CC1CN(C(=O)COC(=O)c2c(Cl)cccc2Cl)CC(C)O1 (stereo unspecified)	5	-3	7	21	-12	0.9	-21	.	5	-5
COc1ccccc1N1CCN(C(=O)c2cccc(C(=O)N3CCN(c4ccccc4OC)CC3)c2)CC1	.	-9	9	-12	-9	0.8	12	0	-3	-1
COc1ccc(OC)c(Cc2nnc(CCC(=O)N3CCCCCC3)o2)c1	27	-6	-7	-14	8	-1.2	14	7	-10	-6
O=C(CP(=O)(c1ccccc1)c1ccccc1)Nc1nc2ccc(Cl)cc2s1	0	-2	-1	-18	7	-2.0	18	-2	-12	-1
CNC(=O)/C(C#N)=C/c1c(N2CCCCCC2)nc2c(C)cccn2c1=O	7	-7	1	18	-8	-2.3	-18	-6	-17	5
Cc1cc(C)c(NC(=O)CC(C)(C)C)c(Cl)c1	0	4	-2	4	.	-0.5	-4	-2	-1	0
CC(=O)N1CCN(CC(=O)Nc2cccc(S(=O)(=O)N3CCCCC3)c2)CC1	3	-3	-13	-51	.	-0.2	51	.	-8	-2
Cc1ccc(C(C)NC(=S)NC2CCCCC2)cc1C (stereo unspecified)	-10	-2	3	-2	14	-0.8	2	3	-4	-1
O=c1c(/C=N/O)coc2ccc(Cl)cc12	.	-7	-8	17	8	-1.1	-17	-20	-6	-2
CCN(CCO)C1CC(=O)N(c2ccccc2C)C1=O (stereo unspecified)	.	-1	-6	1	124*	0.0	-1	-1	-5	.
CCOC(=O)c1ccc(NC(=O)CN(c2ccc(C)cc2)S(=O)(=O)c2c(C)n[nH]c2C)cc1	-5	-13	10	-34	8	-3.8	34	-4	-12	2
O=C(Nc1nc(-c2ccc(S(=O)(=O)N3CCCCCC3)cc2)cs1)c1cccs1	.	-1	-4	-56	.	-1.1	56	-3	9	0
Cc1cc(Oc2ccccc2)nc(NCc2ccccc2)n1	7	-3	-2	23	.	4.3	-23	-1	-3	-1
COCc1cc(CN2CCCC2)c(O)c2ncccc12	-29	-10	-8	1	-6	-1.1	-1	-1	0	4
Nc1ccc(C(=O)OCC(=O)N2c3ccccc3Sc3ccccc32)cc1[N+](=O)[O-]	-6	-8	-11	-8	27	-1.4	8	2	1	0
CCCn1c(CCc2ccccc2)nnc1SCC(=O)N1CCCC1	-5	5	-3	10	-16	-1.4	-10	0	-14	-2
O=c1oc2ccccc2c(N2CCCCC2)c1[N+](=O)[O-]	-42	1	-2	-4	-14	-2.5	4	1	-8	7
O=C1C2CCCCC2C(=O)N1c1ccc(NC2CCN(Cc3ccccc3)CC2)c([N+](=O)[O-])c1 (stereo unspecified)	-9	-3	3	.	-3	-2.8	.	-6	0	18
CCCN1CCN(C2CCCCC2NS(=O)(=O)c2ccc(Cl)cc2)CC1 (stereo unspecified)	12	-1	10	4	15	-2.0	-4	-3	3	27
CCOC(=O)C1CCN(C(=O)Nc2cccc(Cl)c2)CC1	.	-11	-7	11	.	-0.9	-11	-3	-9	-3
Cc1cc(C)c2nc(SCC(=O)N(C)C3CCS(=O)(=O)C3)cc(C)c2c1 (stereo unspecified)	5	0	-6	-28	.	-3.9	28	2	-12	-2

Structural class: the entries above containing an aryl methoxy group.
SMILES	MITF TRPM1 HTS	dFosB act	Rtt109 HAT inh	SR-BI uptake up	PfHsp90 set2	CAL PDZ FP-1	SR-BI HDL uptake	CAL PDZ FP-2	PvdQ inh	NSD2 HMT inh
COc1ccc(CN2CCNC(=O)C2CC(=O)N(C)Cc2cc(C)no2)cc1OC (stereo unspecified)	0	-10	-21	10	0	-1.2	-10	1	-8	-1
COc1cccc(CNC(=O)c2nnn(CC(=O)Nc3ccc(Br)cc3)c2N)c1	-13	?	-1	20	12	-2.3	-20	0	0	1
CCC(C)Nc1nc(-c2cccc(OC)c2O)nc2ccccc12 (stereo unspecified)	-4	-2	8	-54	-36	-0.1	54	.	-10	15
COc1ccc(C(=O)C2CCCN(C(=O)Cn3ccc(C)n3)C2)cc1OC (stereo unspecified)	3	-2	-3	11	-10	-0.5	-11	.	1	-5
CCOC(=O)COc1c(/C=N\O)cc(Cl)cc1OC	-13	7	1	9	-4	-1.6	-9	-3	-7	39
COc1cccc(C2SCC(=O)N2c2ccc(Br)cc2)c1OC (stereo unspecified)	10	-3	6	.	-24	-0.8	.	-3	-6	-2
COc1ccc(N(CC(=O)Nc2cc(C)ccc2C)S(=O)(=O)c2c(C)[nH]c(=O)[nH]c2=O)cc1	9	-2	2	-22	-1	-1.8	22	-1	-1	2
COc1ccc(C(=O)/C=C/c2cc(OC)c(O)c(OC)c2)c(F)c1	-17	-6	12	15	8	-0.9	-15	-3	3	10
COCCN(C(=O)Nc1ccc(OC)cc1)c1nc2ccccc2s1	6	-2	8	-23	0	-0.9	23	-6	3	-4
COc1ccccc1N1CCN(C(=O)c2cccc(C(=O)N3CCN(c4ccccc4OC)CC3)c2)CC1	.	-9	9	-12	-9	0.8	12	0	-3	-1
COc1ccc(OC)c(Cc2nnc(CCC(=O)N3CCCCCC3)o2)c1	27	-6	-7	-14	8	-1.2	14	7	-10	-6
